Source: PubChem (ICCB-Longwood Screening Facility, Harvard Medical School)
PV pol inh: inhibitors of poliovirus RNA polymerase binding and polymerization | P03300 | poliovirus polymerase elongation, fluorescence polarization; active compounds read low | % elongation, % (compound at 16.7 µg/mL) | 0.66% of 150,000 active; in the data active = % elongation below about 90%; note: some results filed as inactive read as strong as hits
Target sequence (P03300 1749-2209 limits assumed): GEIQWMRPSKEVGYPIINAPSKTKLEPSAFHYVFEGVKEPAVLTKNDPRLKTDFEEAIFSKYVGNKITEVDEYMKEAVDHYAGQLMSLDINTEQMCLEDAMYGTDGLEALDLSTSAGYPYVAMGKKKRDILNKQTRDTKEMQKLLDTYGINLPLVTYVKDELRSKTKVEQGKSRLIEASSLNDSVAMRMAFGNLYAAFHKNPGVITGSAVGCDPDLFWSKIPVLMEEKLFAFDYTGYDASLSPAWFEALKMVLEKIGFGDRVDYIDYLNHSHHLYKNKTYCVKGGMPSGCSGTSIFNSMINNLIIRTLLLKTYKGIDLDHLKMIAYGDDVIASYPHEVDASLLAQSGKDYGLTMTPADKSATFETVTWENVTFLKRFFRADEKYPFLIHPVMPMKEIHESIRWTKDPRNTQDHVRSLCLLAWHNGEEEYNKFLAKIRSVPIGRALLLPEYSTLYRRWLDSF
PV pol inh FP z-score: also measured in PV pol inh; calls as there; z-score; measured here: FP z-score; hits read low
Starred values were filed as active, the others as inactive; & = joins results of further samples. The list is partial; the hit share may differ from the screen's.

SMILES | PV pol inh | PV pol inh FP z-score
c1ccc(C(N2CCOCC2)N2CCOCC2)cc1 | 100 | 0.1
COc1ccc(NC(=O)C2CC2C)c(OC)c1 (centres undefined) | 107 | 0.7
O=C(O)c1ccc(C2SCCCS2)cc1 | 97 | -0.8
c1ccc2c(c1)CC(N1CCCCC1)c1ccccc1N2 (centres undefined) | 101 | -0.1
CC(C)CCN1C(=O)c2ccc(C(=O)OCC#N)cc2C1=O | 104 | 0.1
CCCN(C(=O)Cn1nc(Cc2cccnc2)c2ccccc2c1=O)c1ccc(C(C)C)cc1 | 102 | -0.9
CCCN(CCC)CCNC(=O)c1cc2c(-c3ccc(Cl)cc3)nn(C)c2s1 | 96 | -1.5
CN1CCN(S(=O)(=O)c2cccc(C(=O)N3CCN(C/C=C/c4ccccc4)CC3)c2)CC1 | 105 | 0.4
CNc1c(NC(=O)c2ccc(OC)c(OC)c2)c(=O)oc2ccccc12 | 105 | 0
COc1ccc(C2OC(=O)Cc3cc(OC)c(OC)cc32)cc1 (centres undefined) | 104 | 0.2
CCC1CCCCN1C(=O)CSc1nc(-c2ccc(OC)c(OC)c2)cc(C(F)(F)F)n1 (centres undefined) | 107 | 0.3
CCCCNc1nc2ccccc2n1CC(N)=O | 106 | 0.9
COc1ccc2cc(CNc3ccccc3)c(=O)n(CC(=O)Nc3ccc(C(C)=O)cc3)c2c1 | 102 | -0.6
COc1ccc(CN2CCC(C(=O)O)CC2)cc1 | 104 | 0.8
CCOc1cc(C(=S)N2CCCC2)ccc1OCc1ccccc1F | 102 | 0
O=C(O)c1ccc(NS(=O)(=O)c2ccc3c4c(cccc24)C(=O)N3)cc1 | 103 | 0.2
COc1ccc(Cc2nnc(C(=O)N3CCN(c4ccccc4OC)CC3)o2)cc1OC | 106 | 1.5
C/C=C(/C)C(=O)O[C@@H]1[C@H](OC(C)=O)[C@@]2(CO)C(CC1(C)C)C1=CCC3[C@@]4(C)CC[C@H](O[C@@H]5O[C@H](C(=O)O)[C@@H](O[C@@H]6O[C@H](CO)[C@@H](O)[C@H](O)[C@H]6O)[C@H](O)[C@H]5O[C@@H]5O[C@H](CO)[C@@H](O)[C@H](O)[C@H]5O)[C@](C)(CO)C4CC[C@@]3(C)[C@]1(C)C[C@H]2O (some centres undefined) | 101 | 0.2
CC1(C)CC(=O)C(Sc2ccc(Br)cc2)=C(O)C1 | 99 | -0.5
COc1ccc(OCC(=O)N2CCN(CCc3ccncc3)CC2)cc1 | 109 | 0.2
COc1ccc(C(=O)Nc2nnc(S(=O)(=O)N3CCN(c4ccc(C)cc4)CC3)s2)cc1 | 111 | 0.6
COc1ccccc1NCC(=O)N/N=C1/CCCCC1C (centres undefined) | 105 | 0.9
CCOc1cc2c(cc1OCC)C(CC(=O)OC)N(C(=O)Nc1cc(C)cc(C)c1)CC2 (centres undefined) | 107 | 0.1
Cn1c(O)c(C=Nc2cccc3ccccc23)c2ccccc21 | 102 | 0.1
CC1(C)C2CC[C@](C)(C2)C1NC(=O)C1CCCCC1 (some centres undefined) | 101 | -0.5

Complete entries as entered above. Values in the order: PV pol inh, PV pol inh FP z-score
`CN1CCN(S(=O)(=O)c2cccc(C(=O)N3CCN(C/C=C/c4ccccc4)CC3)c2)CC1` is listed as 105, 0.4
`CC(C)CCN1C(=O)c2ccc(C(=O)OCC#N)cc2C1=O` is listed as 104, 0.1
`COc1ccc(Cc2nnc(C(=O)N3CCN(c4ccccc4OC)CC3)o2)cc1OC` is listed as 106, 1.5
`CCOc1cc2c(cc1OCC)C(CC(=O)OC)N(C(=O)Nc1cc(C)cc(C)c1)CC2` (centres undefined) is listed as 107, 0.1
`C/C=C(/C)C(=O)O[C@@H]1[C@H](OC(C)=O)[C@@]2(CO)C(CC1(C)C)C1=CCC3[C@@]4(C)CC[C@H](O[C@@H]5O[C@H](C(=O)O)[C@@H](O[C@@H]6O[C@H](CO)[C@@H](O)[C@H](O)[C@H]6O)[C@H](O)[C@H]5O[C@@H]5O[C@H](CO)[C@@H](O)[C@H](O)[C@H]5O)[C@](C)(CO)C4CC[C@@]3(C)[C@]1(C)C[C@H]2O` (some centres undefined) is listed as 101, 0.2

Pulled one by one from above:
SMILES | PV pol inh | PV pol inh FP z-score
O=C(O)c1ccc(C2SCCCS2)cc1 | 97 | -0.8
CCCCNc1nc2ccccc2n1CC(N)=O | 106 | 0.9
CCOc1cc2c(cc1OCC)C(CC(=O)OC)N(C(=O)Nc1cc(C)cc(C)c1)CC2 (centres undefined) | 107 | 0.1
CNc1c(NC(=O)c2ccc(OC)c(OC)c2)c(=O)oc2ccccc12 | 105 | 0
C/C=C(/C)C(=O)O[C@@H]1[C@H](OC(C)=O)[C@@]2(CO)C(CC1(C)C)C1=CCC3[C@@]4(C)CC[C@H](O[C@@H]5O[C@H](C(=O)O)[C@@H](O[C@@H]6O[C@H](CO)[C@@H](O)[C@H](O)[C@H]6O)[C@H](O)[C@H]5O[C@@H]5O[C@H](CO)[C@@H](O)[C@H](O)[C@H]5O)[C@](C)(CO)C4CC[C@@]3(C)[C@]1(C)C[C@H]2O (some centres undefined) | 101 | 0.2

The list goes on.
SMILES | PV pol inh | PV pol inh FP z-score
O=C(O)C1C2C3C=CC(C3)C12 (centres undefined) | 101 | -0.1
COc1ccc(Cl)cc1NC(=O)C1CCN(S(=O)(=O)c2ccc3c(c2)CC(C)N3C(C)=O)CC1 (centres undefined) | 111 | 1
O=C(CSc1c2c(nc3cc(Cl)ccc13)CCCC2)N1CCN(c2ccccc2F)CC1 | 100 | -0.5
Cc1nn(CN2CCCC2c2cccs2)c(C)c1S(=O)(=O)N1CCCCC1 (centres undefined) | 108 | 0.5
CC(=Nc1ccc(C(=O)O)cc1)c1cc2c(=O)n(C)c3ccccc3c2oc1=O | 107 | 0.5
Cc1ccc(NC(=S)N(Cc2ccco2)Cc2cc3cc(C)c(Cl)cc3[nH]c2=O)cc1 | 101 | -0.3
Cc1cc(C)cc(NC(=O)N(CCC#N)Cc2ccccc2)c1 | 103 | 0.5
CC(=O)c1ccc(NC(=O)c2cn(C)c(=O)c3ccccc23)cc1 | 99 | -0.8
CCCNC(=O)N1CC(CC)Oc2ccccc21 (centres undefined) | 98 | -2.3
COC(=O)c1ccccc1NC(=O)N1CCC(N2CCN(Cc3ccc(F)cc3)C(=O)C2=O)CC1 | 107 | 0.3
CCN(CC)C(=O)Cn1cc(SCc2ccccc2)c2ccccc21 | 98 | -0.8
O=C(COC(=O)C1CCCCC1)Nc1cc(Cl)cc(Cl)c1 | 100 | -0.3
CCOC(=O)c1c(NC(=O)CS(=O)(=O)c2ccc(C)cc2)sc2c1CCCCC2 | 100 | -1.4
COC(=O)c1ccc(NC(=O)CN2CCN(S(=O)(=O)c3ccc(Br)cc3)CC2)cc1 | 114 | 1.3
Cc1nc2ccc(F)cc2c2c1CCN2c1ccc(Cl)cc1 | 102 | -0.3
CCOc1ccc(NC(=O)N2CC(C)OC(C)C2)cc1 (centres undefined) | 103 | 0.2
COc1nc(Oc2ccc(=O)n(-c3ccccc3)n2)nc(N(C)C)n1 | 104 | -1.1
O=C(CC(C(=O)N1CCc2ccccc21)n1ccnc1)NCc1ccccc1 (centres undefined) | 102 | 0.2
CCCCOc1ccc(C2c3c(oc4ccc(C)cc4c3=O)C(=O)N2CCCN(C)C)cc1OCC (centres undefined) | 103 | -0.3
Nc1nonc1C(=O)NCCNCc1ccncc1 | 101 | 0
O=C1[C@H](CCC(O)c2ccc(F)cc2)[C@@H](c2ccc(O)cc2)N1c1ccc(F)cc1 (some centres undefined) | 101 | 0.2
CCN(CC)S(=O)(=O)c1ccc2c(c1)N(CC(=O)NCC(C)c1ccccc1)C(=O)CO2 (centres undefined) | 107 | 0.5
CS(=O)(=O)N(Cc1ccccc1)c1ccc(C(=O)NC2CCCCC2O)cc1 (centres undefined) | 106 | 1.7
Cc1ccc(Sc2oc(/C=N/n3cnnc3)cc2Br)cc1 | 99 | -0.2
c1ccc2c(c1)CCN2c1nc2ccccc2n2cnnc12 | 102 | -0.1

Next section
SMILES | PV pol inh | PV pol inh FP z-score
COc1ccc(Nc2c(-c3ccsc3)nc3nc(C)cc(C)n23)cc1 | 107 | -1.4
CCOC(=O)c1c(C)[nH]c(CCC(=O)NCc2ccc(OC)cc2OC)c1C | 115 | 1.5
CCc1ccc(CC(=S)N2CCOCC2)cc1 | 104 | 0.5
O=c1[nH]nc(CSCc2csc(-c3ccccc3)n2)[nH]1 | 102 | 0
O=C(OCC(=O)N1CCCC1)c1ccc(OC(F)(F)F)cc1 | 104 | 0.9
Cc1ccc(CCNc2ncnc3onc(-c4ccc(Cl)cc4)c23)cc1 | 111 | 0.9
Cc1cc2c(cc1S(=O)(=O)N1CCc3ccccc31)n(C)c(=O)c(=O)n2C | 101 | -0.7
Cc1ccc(CN2CCCn3nc(C(=O)NCc4cc(C)ccc4C)cc3C2=O)cc1 | 99 | -1.1
O=C(c1cc2c(s1)CCCCCC2)N1CCC2(CC1)OCCO2 | 99 | -0.7
CCn1c2ccccc2c2nnc(N3CCN(c4cc(C)ccc4C)CC3)nc21 | 107 | 0
OC(c1ccccc1)(c1ccccc1)C1CCN(C(=S)NCc2ccco2)CC1 | 102 | 0.3
CCOC(=O)c1c(C(=O)CSc2ncc(-c3ccc(F)cc3)n2Cc2ccco2)sc2c1CCCC2 | 101 | 0.1
Cc1cccc(NC(=O)/C=C/c2ccccc2)c1 | 103 | 0.3
Cc1occc1C(=O)N=Nc1c(O)n(Cc2ccccc2Cl)c2ccccc12 | 101 | -0.5
O=S(=O)(c1ccc(N=C2NN=C(c3cc(F)ccc3F)CS2)cc1)N1CCOCC1 | 100 | -1
COc1cccc(NC(=O)CN2C(=O)c3ccccc3Sc3ncccc32)c1 | 106 | -0.2
Cc1cc(C)n2nc(CNC(=O)c3cccc(N(C)C)c3)nc2n1 | 105 | -0.2
COC(=O)C1=CNC=C(C(=O)OC)C1c1cccc(OC)c1 | 104 | 0.5
CN(C)S(=O)(=O)c1ccc(N2CCCC2)c(C(=O)OCC(=O)NCc2ccc3c(c2)OCO3)c1 | 104 | 0
CC(C)(C)CC(=O)NCC(c1ccc2c(c1)OCO2)N1CCN(c2ccccc2)CC1 (centres undefined) | 106 | -0.4
O=C(O)c1ccc(N2CC3CC(C2)c2cccc(=O)n2C3)c(NS(=O)(=O)c2cccc(C(F)(F)F)c2)c1 (centres undefined) | 100 | -0.2
COc1ccc(N2CCN(S(=O)(=O)c3ccc4oc(=O)c5ncn(C)c5c4c3)CC2)cc1 | 111 | 0.6
CN(C)C(=O)Cn1nc(-c2ccccc2)c2ccccc2c1=O | 100 | -0.3
CCCc1nn2c(=O)cc(COC(=O)c3ccccc3NC(=O)COc3ccccc3)nc2s1 | 108 | 0.4
O=C(OCc1ccco1)c1ccc2c(c1)N(Cc1ccc([N+](=O)[O-])cc1)C(=O)c1ccccc1S2 | 111 | 1.2

New compounds follow:
SMILES | PV pol inh | PV pol inh FP z-score
O=C(Nc1ccc2oc(-c3cccnc3)nc2c1)c1ccccc1F | 101 | -1.3
Cc1ccc2nc(/C(C#N)=C\C3CC4C=CC3C4)[nH]c2c1 (centres undefined) | 100 | -0.5
Oc1cc(O)c2ncccc2c1 | 104 | 1.6
O=c1[nH]c(=O)n(C2C[C@H](O)[C@@H](CO)O2)cc1C(F)(F)F (some centres undefined) | 101 | 0.2
COCCNC(=O)Cn1nc(C)c2c(C)n(-c3ccc(C)cc3)nc2c1=O | 108 | -0.1
CON(C)c1ncnc2scc(-c3ccc(C)cc3)c12 | 101 | -0.3
COc1ccc(CCN2C(=O)c3[nH]nc(-c4ccccc4O)c3C2c2ccc(OC)c(OC)c2)cc1 (centres undefined) | 111 | 1.1
Nc1nnc(SCC(=O)N2CCCCC2)s1 | 105 | 0.3
COc1ccc(NC(=O)c2cc(S(=O)(=O)N3CCCCC3)cn2C)cc1Cl | 105 | -0.3
COc1cccc(CNC(=O)Cn2ccc3cc(S(=O)(=O)N4CCCC4)ccc32)c1 | 104 | 0.2
O=C1CCC/C1=c1/s/c(=C/c2cccnc2)c(=O)n1-c1ccccc1 | 104 | 1.1
COc1cc(S(=O)(=O)N2CCN(c3c(C)cc(C)cc3C)CC2)ccc1F | 99 | -0.9
O=C(COc1ccc(Cl)cc1Cl)OCC1CCCN2CCCCC12 (centres undefined) | 104 | 0.1
CCCCC/C=C\C=C\[C@H](CCCCCCCC(=O)O)OO | 102&101 | 0.3&0.2
Cc1ccc(NC(=O)CSCc2cnn(-c3ccccc3)c2-n2cccc2)c(Cl)c1 | 111 | 0.7
CC(C)CNC(=O)c1cc2sccc2n1Cc1ccccc1 | 101 | -0.2
Cc1cc2nc(NC(=O)c3ccc(S(=O)(=O)N4CCOCC4)cc3)sc2cc1C | 107 | -0.2
Cc1ccc(CN2CCC(CNC(=O)Nc3c(C)cccc3C)C2)cc1 (centres undefined) | 101 | -1.3
COc1ccc(-c2noc(CSCC(=O)O)n2)cc1OC | 102 | 0.7
CCCCC(=O)Nc1ccc(I)c(C)n1 | 100 | -0.2
FC(F)(F)c1cc(Cl)c2nc(-c3n[nH]c(=S)o3)cn2c1 | 102 | 0.1
O=C(CCc1ccccc1)NCc1ccccn1 | 104 | 0.6
COc1ccc(/C=C/c2nc(C#N)c(NCCc3ccccc3)o2)cc1OC | 106 | -0.5
Cc1cc(NC(=O)CN2C(=O)CCC2=O)no1 | 101 | 0.1
CC(C)(Oc1ccc(Cl)cc1)C(=O)Nc1ccc(Cl)cn1 | 105 | 1
CCOC(=O)C1=NN(C(=O)COc2ccccc2)C(O)(c2ccc(Br)cc2)C1 (centres undefined) | 104 | 0.6
CCc1ccc(-c2cc(C)no2)cc1S(=O)(=O)N1CCN(C2CCCCC2)CC1 | 103 | 1.1
CCOC(=O)C1C(=O)NC(N2CCOCC2)=NC1c1ccccc1 (centres undefined) | 99 | -0.8

Given comma-delimited: part of the list above
Molecule,PV pol inh,PV pol inh FP z-score
Cc1cc(NC(=O)CN2C(=O)CCC2=O)no1,101,0.1
CCOC(=O)C1C(=O)NC(N2CCOCC2)=NC1c1ccccc1 (centres undefined),99,-0.8
Cc1ccc(NC(=O)CSCc2cnn(-c3ccccc3)c2-n2cccc2)c(Cl)c1,111,0.7
O=C(COc1ccc(Cl)cc1Cl)OCC1CCCN2CCCCC12 (centres undefined),104,0.1
CC(C)(Oc1ccc(Cl)cc1)C(=O)Nc1ccc(Cl)cn1,105,1
